# Bioassay records as filed in PubChem.
# Diaphorase act: activates diaphorase or chemically reduces, flagging diaphorase assay artifacts | activation factor at 20 µM | Diaphorase/resazurin coupled assay, resorufin fluorescence, 16 min; active compounds read high; 1 = vehicle wells, 0 = NADH-free wells | 190,000 compounds, 0.005% hits;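 active = diaphorase activity raised at least twofold by the compound at 20 µM; inactive = activation factor below 2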
#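 Material: Clostridium kluyveri diaphorase, purified enzyme; Quantity: enzyme 0.07 U/mL final; Medium: HEPES pH 7.4 buffer with MgCl2 and Tween 20; Dosing: single compound dose of 20 µM, 1% DMSO final; Schedule: 16 min reaction at room temperature; Measured by: red resorufin fluorescence at 544/590 nm excitation/emission.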
# PMI activator: increases human mannose-6-phosphate isomerase activity. activation factor at 20 µM. P34949. purified human PMI, coupled resazurin fluorescence, 20 min; active compounds read high; 1 = vehicle control, 0 substrate-free wells. AID 1214. 190,000 compounds, 0.005% hits;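 active = activation factor of 2 or more at 20 µM, relative to plate controls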
# Target sequence (P34949 whole entry, looked up): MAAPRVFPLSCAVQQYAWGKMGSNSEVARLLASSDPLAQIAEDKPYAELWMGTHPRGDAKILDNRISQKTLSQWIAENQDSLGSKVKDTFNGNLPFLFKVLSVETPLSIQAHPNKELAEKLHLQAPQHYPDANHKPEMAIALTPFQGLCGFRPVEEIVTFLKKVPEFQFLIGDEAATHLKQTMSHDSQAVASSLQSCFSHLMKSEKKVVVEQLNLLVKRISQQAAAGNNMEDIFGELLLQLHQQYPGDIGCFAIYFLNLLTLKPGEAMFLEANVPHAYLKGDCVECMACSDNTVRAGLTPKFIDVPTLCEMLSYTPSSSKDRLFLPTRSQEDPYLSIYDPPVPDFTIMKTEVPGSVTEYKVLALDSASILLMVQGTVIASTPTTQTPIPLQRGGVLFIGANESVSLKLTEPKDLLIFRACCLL
# Diaphorase inh: inhibits diaphorase or chemically oxidizes, flagging diaphorase assay artifacts; diaphorase resazurin-to-resorufin fluorescence, NADH, 16 min; bacterial (C. kluyveri) enzyme, not human; 190,000 compounds, 0.69% hits; inhibition, % at 20 µM;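 active = primary screen inhibition at 20 µM above a set limit, cut at about 50% in these data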;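 note: plate controls were DMSO with full reaction for no effect and wells lacking NADH for full effect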
#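 Test system: bacterial diaphorase enzyme (C. kluyveri); Quantity: 0.14 U/mL diaphorase, enzyme working solution; Times: reaction incubation of 16 min at room temperature; Measured by: fluorescence of resorufin formed from resazurin, Ex 544/Em 590 nm; Benchmarks: positive control minus NADH, DMSO neutral control.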
# RAM inhibit: blocks the yeast RAM network. inhibition, % at 50 µM. S. cerevisiae dse1pr::URA3 reporter, 5-FOA growth OD615, 2 d; analog-sensitive cbk1-as2 kinase mutant strain. AID 868. 190,000 compounds, 1.8% hits;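 active = inhibition above a set limit, 3 SD over mean compound inhibition, cut at about 8.4% in these data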;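 note: 0% = DMSO-only wells with no growth and 100% = 10 µM 1-NA-PP1 full growth; inhibition rescues growth on 5-FOA so higher OD means more RAM inhibition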
# TLR4 MyD88 comp: blocks binding of human TLR4 to MyD88. O00206+Q99836. HeLa CL3-4 TLR4/MyD88 BLA complementation, FRET ratio. inhibition, % at 8.4 µM. 200,000 compounds, 0.18% hits; in the data active = inhibition above about 25%;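 note: 0% = vehicle and 100% = reference inhibitor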
# Lmaj promast: reduces viability of Leishmania major promastigotes; resazurin fluorescence viability; inhibition, % at 10 µM; 200,000 compounds, 9% hits;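 note: promastigotes grown with compound for 44 hours at 28 °C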
# PMI act satM6P: increases human PMI activity with near-saturating mannose 6-phosphate; coupled PMI enzyme assay, resazurin fluorescence, 20 min; active compounds read high; 1 = untreated enzyme, 0 = substrate-free blank; activation factor at 20 µM; 190,000 compounds, 0.34% hits; AID 1216; P34949;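 active = activation factor of 2 or more at 20 µM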
#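 Test system: human PMI in coupled enzyme assay; Input: PMI at 15 ng/mL final; Medium: HEPES buffer, pH 7.4; Schedule: 20 min incubation at room temperature; Technique: resorufin fluorescence at Ex 544/Em 590 nm; Compound: 20 µM single dose; Probe or stimulus: Near-saturating mannose-6-phosphate, 1.0 mM.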
# Hsp70 act: transcriptional activators of Hsp70 | HeLa Hsp70 promoter luciferase reporter, luminescence; scaled: vehicle 0, proteasome-inhibitor control 100% | activation, % at 10 µM | 200,000 compounds, 0.04% hits | AID 1203;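 active = activation above the mean across all tested compounds plus 3 SD, cutoff set per campaign, cut at about 5.5% in these data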;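 note: 100% = MG132 at 30 µM as the positive control and 0% = DMSO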
# G6PDH counter: inhibits Leuconostoc G6PDH, flagging false hits in G6PDH-based assays. AID 1020. inhibition, % at 5 µM. 200,000 compounds, 0.12% hits. Purified L. mesenteroides G6PDH, diaphorase/resazurin coupled fluorescence, 45 min
# DTT redox prof: compounds producing H2O2 with reducing agent – biochemical, NIH compound library profiling, artefact control for MLSCN library redox annotation, primary screen | activation, % at 10 µM | 200,000 compounds, 0.03% hits | DTT-dependent redox cycling H2O2, phenol red/HRP absorbance; 100% = 100 µM peroxide control, 0% = buffer;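 active = activation of at least 50% relative to the plate's high and low controls in the primary single-dose screen; inactive = activation below 50%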;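 note: compound incubated with DTT at 0.8 mM final as the reducing agent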
# S1P3 antag: S1P3 (human) receptor antagonism. inhibition, % at 4.98 µM. Q99500. AID 485. 170,000 compounds, 0.27% hits. CHO S1P3 NFAT-BLA reporter, FRET fluorescence, antagonist mode;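 active = inhibition above the plate cutoff, the mean inhibition of test wells on that plate plus 3 SD, cut at about 28% in these data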;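 note: cells challenged with S1P at its EC80 of 0.8 µM; blue over green emission ratio from cleaved BLA substrate after 4 h stimulation; 0% = S1P-stimulated wells and 100% = unstimulated DMSO-only wells; some compounds past the cut are filed as inactive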
# Target sequence (Q99500 whole entry, looked up): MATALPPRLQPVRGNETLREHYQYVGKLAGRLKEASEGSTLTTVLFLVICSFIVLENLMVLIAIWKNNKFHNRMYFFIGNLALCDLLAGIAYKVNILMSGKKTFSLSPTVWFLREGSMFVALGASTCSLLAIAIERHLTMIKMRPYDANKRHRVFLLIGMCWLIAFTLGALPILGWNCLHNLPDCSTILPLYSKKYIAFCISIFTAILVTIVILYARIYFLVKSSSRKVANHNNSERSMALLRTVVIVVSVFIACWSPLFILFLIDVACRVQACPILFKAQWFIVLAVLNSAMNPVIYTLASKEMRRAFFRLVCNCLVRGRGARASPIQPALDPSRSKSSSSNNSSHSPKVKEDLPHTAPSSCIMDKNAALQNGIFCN
# Active calls of the source: *; . = no result given. Cut-off read from the data, not from the text of the source, unless noted: active = inhibition above about 50%; inactive = the rest.
Molecule	Diaphorase act	PMI activator	Diaphorase inh	RAM inhibit	TLR4 MyD88 comp	Lmaj promast	PMI act satM6P	Hsp70 act	G6PDH counter	DTT redox prof	S1P3 antag
Cc1nc(C)c(C(=O)C2=C(O)C(=O)N(CCN(C)C)C2c2cccs2)s1 (stereo unspecified)	1	0.9	4	2.3	-4	-5	0.8	-0.2	4	2.1	5
CCCC12CN3CC(C)(CN(C1)C3c1ccc(OC(C)C)cc1)C2=O (stereo unspecified)	0.9	1.1	11	0.4	-2	5	0.9	-0.3	13	-3.0	4
Cn1c(=O)c2c(nc(SCc3ccccc3)n2Cc2ccc(Cl)cc2)n(C)c1=O	0.8	0.9	24	8.9*	4	20	0.9	0.2	-2	-0.2	.
Cn1c(C(=O)NCCN2CCCCCC2)cc2c(=O)n(C)c3ccccc3c21	1	1	3	1.1	-10	70*	1	0.1	13	0.3	-4
Cc1cc(C)c2c(NC(=S)NC(=O)c3ccccc3)n[nH]c2n1	0.9	0.9	12	6.5	-2	8	0.9	0.2	1	-1.9	-17
O=C1C(C=NCC2CCCO2)=C(O)c2ccccc21 (stereo unspecified)	1	1	4	-1.4	0	0	1	0.1	6	-0.1	-54
COc1ccc(CCNS(=O)(=O)c2cn(C)c(=O)n(C)c2=O)cc1	1.1	1	-11	1.6	0	-8	1	-0.3	26	-0.9	.
COc1ccc(C(c2nnnn2CCc2ccccc2)N2CCN(C3CCCC3)CC2)cc1OC (stereo unspecified)	0.9	1.1	8	0.9	7	100*	1.2	0.2	-2	-0.5	8
CC(=O)c1cc2c(cc1NC(=O)CSc1nc3ccc(C)cc3[nH]1)OCO2	0.9	0.9	11	-0.6	-2	11	0.9	-0.3	-27	0.6	-4
O=[N+]([O-])/C(N=Nc1ccccc1)=N\Nc1ccccc1	0.9	1.5	10	0.5	-2	1	1.3	-0.2	8	0.5	1
Cn1c(=O)n(C)c2cc(S(=O)(=O)Nc3ccccc3)ccc21	0.8	1	19	0.6	3	1	1	0.0	4	0.5	14
Cc1ccc(-n2c(N)c(C#N)c(-c3ccc(Cl)cc3)c(C#N)c2=O)cc1	1	1	-1	2.2	-6	2	1	0.7	4	0.9	.
COc1ccccc1N1CC(C(=O)Nc2ccc3c(c2)OCO3)CC1=O (stereo unspecified)	0.9	0.9	11	2.1	5	-5	0.9	-0.1	4	-0.3	-17
c1ccc(C(c2nnnn2C2CCCC2)N2CCN(c3ccccc3)CC2)cc1 (stereo unspecified)	1	1.2	-4	-0.1	-10	14	1.2	0.1	1	0.1	.
O=c1[nH]c(CSc2nnc(-c3ccco3)n2-c2ccccc2)nc2sc3c(c12)CCC3	0.8	1	24	.	.	.	1	.	-1	.	-6
S=C(Nc1ccc2c(c1)OCO2)N1CCN(Cc2ccco2)CC1	0.8	0.8	18	1.5	-13	-6	0.7	0.6	9	1.0	11
CCN(CC)C(=O)CCCC(=O)N(CC)CC	1	1	3	0.3	5	-5	1	0.0	-4	-0.2	-16
CCC(C(=O)OC)n1c(-c2ccccc2)nc2ccccc2c1=O (stereo unspecified)	0.8	0.9	17	0.3	3	1	1	-0.3	2	-0.4	-16
CC12CCC(c3c1nc1ccccc1[n+]3[O-])C2(C)C (stereo unspecified)	1.1	1.1	-6	1.6	-14	-6	1	0.0	6	-0.2	-10
COC(=O)CS(=O)(=O)c1cccc2cccnc12	0.9	1	10	0.1	-14	-4	0.8	-0.1	-6	-0.5	-11

# Overlap with the part before: 2 compounds, then new ones.
Molecule	Diaphorase act	PMI activator	Diaphorase inh	RAM inhibit	TLR4 MyD88 comp	Lmaj promast	PMI act satM6P	Hsp70 act	G6PDH counter	DTT redox prof	S1P3 antag
CC12CCC(c3c1nc1ccccc1[n+]3[O-])C2(C)C (stereo unspecified)	1.1	1.1	-6	1.6	-14	-6	1	0.0	6	-0.2	-10
COC(=O)CS(=O)(=O)c1cccc2cccnc12	0.9	1	10	0.1	-14	-4	0.8	-0.1	-6	-0.5	-11
COc1cc(/C=C/C(=O)N2CCN(c3n[nH]c(=O)[nH]c3=O)CC2)cc(OC)c1OC	0.9	1.1	12	-0.2	-9	-11	1.1	0.0	0	-0.4	-4
Cc1c(C(=O)N2CCCC2)sc(NC(=O)c2ccc(Cl)cc2)c1C#N	0.9	1	10	0.4	-10	-12	1	0.4	-2	0.7	.
COc1ccc(NC(=O)C2CCCN2C(=O)NCc2ccccc2)cc1 (stereo unspecified)	1	1.1	-3	2.0	-20	12	1.1	-0.1	2	0.1	-21
Fc1cccc2sc(Nc3nc4c(F)cccc4s3)nc12	0.9	1	5	6.7	-17	-8	0.7	0.1	1	0.4	-2
Cc1c(C(=O)NCC2CCCO2)oc2ccc(S(=O)(=O)N3CCCCC3)cc12 (stereo unspecified)	0.9	1.1	6	-0.9	2	-3	1.1	-0.1	11	0.1	-10
NC(=O)C1CCN(Cc2nc3c(Br)cc(Br)cc3c(=O)[nH]2)CC1	0.9	1	14	1.5	-9	-13	1	0.7	-1	-1.6	-8
c1ccc(Nc2scc(-c3ccccc3)[n+]2Cc2ccco2)cc1	1	1.3	1	3.2	3	18	1.3	0.5	9	-1.7	-7
CC(C)CC(=O)NC1(C(F)(F)F)C(=O)Nc2c1c(=O)n(C)c(=O)n2C (stereo unspecified)	0.8	0.9	17	0.4	0	-9	1	-0.1	0	0.3	-10
COc1ccc(OC(=O)CCN2C(=O)C3C4C=CC(C4)C3C2=O)cc1 (stereo unspecified)	1	1	-4	0.0	-2	-4	1.1	0.1	3	13	4
COc1cc(OC)cc(C(=O)Nc2ccc3c(c2)COC3=O)c1	0.9	1	14	4.1	-14	-1	1	0.8	1	0.8	-15
CCSc1ncnc2c1oc1ccccc12	0.8	0.9	16	-0.1	-13	-3	1	-0.5	5	1.9	28
COc1ccc2oc(=O)c(C(=O)NCc3ccc4c(c3)OCO4)cc2c1	1	0.9	2	3.3	-86	-4	0.9	-0.1	5	0.1	.
CCCS(=O)(=O)N1CCCC(c2nc(-c3cccc(OC)c3)no2)C1 (stereo unspecified)	0.8	1	19	2.2	4	-8	0.9	-0.3	4	2.2	-14
CN(C(=S)NC(=O)c1ccc(Br)o1)c1ccccc1	1	0.9	2	0.5	-4	-8	1.1	-0.1	1	-0.1	-6
O=C(NC1CCCc2ccccc21)C(Cc1ccccc1)NS(=O)(=O)c1cccs1 (stereo unspecified)	0.9	1.1	7	3.8	-4	77*	1.1	-0.3	0	0.0	4
Cc1nc2nc[nH]n2c(=O)c1CCOC(=O)c1ccccc1F	1	1.1	-2	0.5	0	-3	1.1	0.0	4	0.8	-5
CC(/C=C1\N=C(SCc2ccccc2Cl)SC1=O)=C\c1ccccc1	0.9	1	9	10*	0	-12	1	-0.3	3	-1.6	.
CC(C)CCNC(=O)C1CCN(C(=O)N(C)C)CC1	0.9	1	11	2.7	8	1	0.9	-0.5	0	0.4	-18
Cc1ccc(NC2=C(Cl)C(=O)OC2OC(=O)c2ccco2)cc1 (stereo unspecified)	0.9	1	11	1.5	-2	19	1	-0.2	-3	0.0	.
Cn1nnnc1SCC(=O)C(C)(C)C	1	1	2	1.9	1	-8	1	0.1	15	0.4	2
O=C(O)C1CC(=O)N(Cc2ccc3c(c2)OCO3)C1 (stereo unspecified)	0.9	0.9	12	2.4	3	-9	1	-0.1	4	0.2	1
C/C(=N\NS(=O)(=O)c1ccccc1)c1ccc2c(c1)OCCO2	0.9	1.1	11	0.6	-1	36	1.1	-0.1	-1	-0.4	0
O=C(Cc1ccccc1)NC(NC(=O)Cc1ccccc1)c1cccc([N+](=O)[O-])c1	1.2	1	-19	1.0	-9	-1	1	-0.1	6	-0.1	-4
CCCCCCNc1cc2n(c(=O)n1)CCc1cc(OC)c(OC)cc1-2	0.7	1	26	0.0	9	5	0.9	-0.4	3	2.6	14
COc1ccc(NC(=O)Nc2ccc3nc(C)c(C)nc3c2)cc1	0.9	1	14	2.2	7	7	0.9	-0.3	6	0.2	.
COCc1cc(C)nc(OCC(=O)N/N=C\c2cc(C)n(-c3cccc(C(F)(F)F)c3)c2C)c1C#N	0.8	0.9	22	-0.5	-5	4	1	-0.1	0	0.7	.
O=C(N/N=C/c1ccc([N+](=O)[O-])o1)c1cn(-c2ccccc2)nc1-c1ccccc1	0.9	1.2	6	8.2	4	97*	1.1	-0.3	-20	0.1	-31
CCn1cc([N+](=O)[O-])c(C(=O)N2N=C(c3ccc4ccccc4c3)CC2c2cc(Br)ccc2O)n1 (stereo unspecified)	0.7	0.8	30	8.1	-10	100*	0.8	0.0	-1	-0.7	.
Cc1nc2ccccc2c(=O)n1NC(=O)C1CCCCC1	0.9	0.9	8	-0.4	-2	2	0.9	-0.1	1	1.8	4
COc1ccc(/C=N/n2cnnc2)cc1Cn1nc(C)c([N+](=O)[O-])c1C	1.2	1	-15	-0.5	-2	-1	1	0.2	12	0.1	6
COCc1cc(=O)[nH]c(Nc2nc(C)c3ccccc3n2)n1	0.9	1	10	0.0	-5	79*	1	-0.3	-3	0.2	.
CC1=CC2=NC(=O)/C(=C\c3cccn3CCOc3ccc(C)c(C)c3)C(=N)N2O1	1	0.8	0	3.2	-6	25	0.9	-0.3	-12	-0.5	0
CC1CCCCN1CCCNC(=O)c1cc(Br)c(Br)[nH]1 (stereo unspecified)	0.9	1.1	10	1.6	9	93*	1	0.0	18	0.6	14
Cc1ccc(-c2nnn(CC(=O)N(Cc3ccco3)C(C(=O)NC3CCCC3)c3cccs3)n2)o1 (stereo unspecified)	0.9	1	12	2.8	8	-2	0.9	-0.5	0	1.0	.
COc1cc2ccccc2cc1C(=O)O	0.9	0.9	6	0.2	6	-8	1	0.5	4	0.1	.
C/C=C(/C(=C/C)c1ccc(O)cc1)c1ccc(O)cc1	0.7	0.9	29	3.7	5	10	0.9	-0.2	4	-0.1	18
Cc1cc(C)c2nc(C(F)(F)F)c(C#N)c(N)c2c1	0.9	0.9	13	2.2	6	0	1	-0.2	0	1.2	.
